Vif-APOBEC3F blk – blocks the Vif interaction with APOBEC3F | 390,000 tested, 0.2% active | AID 602313 | HeLa A3F-eYFP + Vif (tagged APOBEC3F with the HIV-1 protein that degrades it), YFP fluorescence increase | Potency, µM (highest dose often 46.1 µM), inactives show top-dose activity, negative = active; also: potency is read from the fitted curve at half-maximal effect; % of control where 0% means no effect; nearly all actives have a fitted effect of over 65% in size
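Fluorescence increase (Ex 488/Em 500-530) after overnight compound treatment at 37 deg C flags inhibition of Vif-driven A3F-eYFP loss in stable HeLa A3F-eYFP/Vif cells seeded overnight beforehand.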
IDH1 R132H inh – inhibitors of human mutant IDH1 R132H; O75874; IDH1-R132H enzyme, NADPH consumption, diaphorase/resazurin fluorescence; Potency, µM (doses to about 76.6 µM), inactives show at the top dose activity change, negative = inhibition, hits mostly inhibitors; 390,000 tested, 0.093% active; AID 602179; also: potency is read from the fitted curve at half-maximal effect; % is scaled to controls: 0 for no effect and ±100 for the full control effect; nearly all actives have a fitted effect of over 65% in size
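IDH1-R132H (0.5 ug/mL) preincubated 30 min with compound, then NADPH (0.016 mM) and alpha-KG (2 mM) added; 80 min at RT, pH 7.5. Remaining NADPH coupled via diaphorase/resazurin to fluorescence (540/590 nm); concentration-response curves normalized to no-enzyme control.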
Vif-APOBEC3G blk – inhibitors of Vif-APOBEC3G interaction. 410,000 tested, 0.076% active. AID 602310. Q9HC16. HeLa A3G-eYFP + Vif (tagged APOBEC3G with the HIV-1 protein that degrades it), YFP fluorescence, overnight. Potency, µM (top dose mostly 46.1 µM), for the others: at the highest dose activity, negative = active, usual class: inhibitors;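 also: potency is read from the fitted curve at half-maximal effect; % is scaled to controls: 0 for no effect and ±100 for the full control effect; nearly all actives have a fitted effect of over 60% in size; hits raise eYFP signal because A3G escapes Vif-driven loss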
Target sequence (Q9HC16 whole entry, looked up): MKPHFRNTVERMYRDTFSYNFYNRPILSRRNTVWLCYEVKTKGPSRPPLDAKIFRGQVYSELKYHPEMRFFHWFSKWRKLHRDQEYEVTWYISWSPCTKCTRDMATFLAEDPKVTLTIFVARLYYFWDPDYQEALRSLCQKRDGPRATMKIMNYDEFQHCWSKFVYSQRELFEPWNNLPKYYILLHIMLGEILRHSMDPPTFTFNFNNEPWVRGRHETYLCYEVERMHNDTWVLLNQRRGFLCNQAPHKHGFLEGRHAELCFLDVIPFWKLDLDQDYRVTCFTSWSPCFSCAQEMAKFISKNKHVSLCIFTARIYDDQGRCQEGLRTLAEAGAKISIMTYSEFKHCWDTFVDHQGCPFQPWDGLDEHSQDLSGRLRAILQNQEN
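HeLa cells stably expressing Vif and C-terminally eYFP-tagged A3G, seeded overnight at 37 deg C, then exposed to compound by pintool overnight at 37 deg C. Rise in yellow fluorescence (Ex 488/Em 500-530, Acumen) marks blocked Vif-driven A3G degradation.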
LDHA inh – blocks human lactate dehydrogenase A. AID 1347041. 480,000 tested, 0.15% active. purified LDHA, NADH/diaphorase-resazurin fluorescence; stronger effect = lower value. activity change, % (values are at about 110 or 230 µM). P00338; in the data active = activity change below about -30%; inconclusive = mostly about -25% to -30%;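 also: plate controls were DMSO wells for no effect and wells without enzyme for full effect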
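Human LDH5 (2 nM) was incubated with 0.06 mM NADH and 0.2 mM pyruvate for 5 min at room temperature in Tris pH 7.4. Remaining NADH was coupled through diaphorase/resazurin, and resorufin fluorescence was read at 0 and 20 min.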
TrxR1 substrate – is turned over as a substrate by rat TrxR1 | O89049 | purified TrxR1 substrate turnover, NADPH consumption readout | Potency, µM (titrated, usually from 114 µM), for inactives: top-dose activity change, negative = substrate turnover | 390,000 tested, 0.01% active | AID 588456; also: potency is read from the fitted curve at half-maximal effect; % is scaled to controls: 0 for no effect and ±100 for the full control effect; nearly all actives have a fitted effect of over 50% in size
Target sequence (O89049 whole entry, looked up): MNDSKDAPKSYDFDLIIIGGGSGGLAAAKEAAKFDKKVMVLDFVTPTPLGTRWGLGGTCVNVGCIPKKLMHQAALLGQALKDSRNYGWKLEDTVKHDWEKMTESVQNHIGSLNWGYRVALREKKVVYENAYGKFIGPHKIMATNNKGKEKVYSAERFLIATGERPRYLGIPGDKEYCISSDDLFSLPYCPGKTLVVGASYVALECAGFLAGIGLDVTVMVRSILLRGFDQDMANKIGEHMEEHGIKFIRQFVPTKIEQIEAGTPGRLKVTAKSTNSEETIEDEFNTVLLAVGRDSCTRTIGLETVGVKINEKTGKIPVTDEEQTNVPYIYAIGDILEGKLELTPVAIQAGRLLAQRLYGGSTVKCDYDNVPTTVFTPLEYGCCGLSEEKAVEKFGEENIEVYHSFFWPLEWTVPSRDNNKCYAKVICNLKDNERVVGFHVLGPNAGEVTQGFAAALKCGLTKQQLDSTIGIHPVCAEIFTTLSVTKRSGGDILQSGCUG
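Rat TrxR1, dispensed at 90 nM, was prereduced with 400 uM NADPH (final) for 5 min at ~22 deg C, then incubated with compound 15 min before 400 uM selenite. A first-read NADPH fluorescence drop versus no-compound background flagged substrates.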
RGS4 inhibitor – human RGS4 inhibition; P49798; Transcreener GDP fluorescence polarization, RGS4-accelerated GTP hydrolysis; Potency, µM (series often up to 114 µM), without a hit: at the highest dose activity change, negative = inhibition, most hits filed as inhibitors; 390,000 tested, 0.039% active; also: potency is read from the fitted curve at half-maximal effect; % is scaled to controls: 0 for no effect and ±100 for the full control effect; nearly all actives have a fitted effect of over 75% in size; some results filed as inactive show a strong effect at the top dose
Target sequence (P49798 whole entry, looked up): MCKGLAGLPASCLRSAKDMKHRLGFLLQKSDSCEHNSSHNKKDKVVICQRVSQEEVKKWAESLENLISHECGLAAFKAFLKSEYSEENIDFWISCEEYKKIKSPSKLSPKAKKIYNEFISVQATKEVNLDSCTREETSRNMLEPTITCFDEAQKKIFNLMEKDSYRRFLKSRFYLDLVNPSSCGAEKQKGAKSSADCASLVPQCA
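MLSMR compounds (23 nl, pin-transferred) preincubated 10 min at room temperature with a 500nM (2x) first reagent, then RGS4 at 900nM (2x) plus Transcreener GDP mix added; fluorescence polarization (620/688 nm) read before and after 90 min at 30 °C.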
USP1 inh – USP1/UAF1 (human) deubiquitinase inhibition; recombinant USP1/UAF1, Ub-Rhodamine cleavage fluorescence; Potency, µM (series often up to 57.1 µM), without a hit: top-dose activity change, negative = inhibition, hits mostly inhibitors; 390,000 tested, 0.23% active; AID 743255; also: potency is read from the fitted curve at half-maximal effect; % is scaled to controls: 0 for no effect and ±100 for the full control effect; nearly all actives have a fitted effect of over 60% in size; inactives centre near -12
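USP1/UAF1 complex at 1 nM was preincubated with compound for 15 min at room temperature, then Ub-Rho substrate (150nM final) was added. Fluorescence (480/540 nm) was read kinetically, 6 reads every 60 seconds.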
TrxR1 inh – blocks rat thioredoxin reductase 1; O89049; recombinant rTrxR1, NADPH fluorescence consumption, selenite substrate; Potency, µM (titrated, usually from 114 µM), for inactives: at the highest dose activity change, negative = inhibition, most hits filed as inhibitors; 390,000 tested, 1% active; AID 588453; also: potency is read from the fitted curve at half-maximal effect; % is scaled to controls: 0 for no effect and ±100 for the full control effect; nearly all actives have a fitted effect of over 65% in size
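Rat TrxR1 (90 nM in the dispensed reagent) was pre-reduced with 400 uM NADPH for 5 min at room temperature, then incubated with compound for 15 min. After 400 uM selenite was added, NADPH fluorescence (Ex 340/Em 450 nm) was followed for 8 min.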
Glioma ERSR ind – induces the endoplasmic reticulum stress response in human glioma cells; U87-MG GRP78 promoter luciferase reporter, 16 h; Potency, µM, for inactives: at the top dose activation, actives largely listed as activators; 420,000 tested, 0.02% active; AID 602332; also: potency is read from the fitted curve at half-maximal effect; series mostly up to about 76 µM; % of control where 0% means no effect; nearly all actives have a fitted effect of over 35% in size
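Stably transfected U87-MG human glioma cells carrying a GRP78-based luminescent sensor were seeded at 1000 cells/well, pin-dosed with compounds and incubated 16 h. Luciferase reagent was then added, and end-point luminescence was read after 10 min at room temperature.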
* = called active by the depositor; ? = inconclusive; nt = no result given; & = joins results of further samples; [ ] = dose if it differs, or a comment. Unless noted, calls follow the shape of the dose curve; as a rule, active = well fitted curve in the direction sought with a large enough effect; inconclusive = small, poorly fitted or top-dose-only effect, or another doubt; inactive = no such curve, though single readings can be large; an effect the other way counts as inactive or inconclusive. Only part of the results is shown; the hit share may differ from the screen's.

1	COc1cccc(-c2nn3c(=O)cc(CN4CCN(C(=O)/C=C/c5ccccc5)CC4)nc3s2)c1
2	O=C(NCc1ccccc1Cl)c1ccc2oc(=O)n(Cc3ccccc3)c2c1
3	COc1ccc(CONS(=O)(=O)c2ccc(NC(C)=O)cc2)cc1Cl
4	Cc1cc(Cl)ccc1OCc1nc(-c2ccc(-n3cccc3)cc2)no1
5	Cc1ccccc1CCNC(=O)Cn1nc(C)c2c(C)n(-c3ccccc3)nc2c1=O
6	CCC(=C(c1ccc(OC)cc1)c1ccc(OC)cc1)c1cn(CC(O)CN2CCN(C)CC2)c2ccccc12 (stereo unspecified)
7	COCC(C)n1c(SCC(=O)N2CCCCC2)nc2ccccc2c1=O (stereo unspecified)
8	Fc1ccc(CNc2ncnc3onc(-c4ccc(F)cc4)c23)cc1

assay / entry | 1 | 2 | 3 | 4 | 5 | 6 | 7 | 8
Vif-APOBEC3F blk | 0% | 1% | 1% | 0% | 10% | -8% | -4% | 6%
IDH1 R132H inh | -3% | 1% | 5% | 12% | -1% | 7% | 2% | 0%
Vif-APOBEC3G blk | -1% | 5% | 0% | 4% | -1% | -4% | 1% | -3%
LDHA inh | -1 | 0 | -7 | -7 | -1 | -1 | -5 | 0
TrxR1 substrate | 6%[57.1 µM] | -1%[57.1 µM] | 6% | 3% | 0% | 3% | 8%[57.1 µM] | -1%
RGS4 inhibitor | 0% | -5% | 31% | -19% | -14% | -9% | -19%[11.4 µM] | -29%
USP1 inh | -20% | -13% | -13% | ? | -27% | -11% | -6% | -21%
TrxR1 inh | 14%[57.1 µM] | 10%[57.1 µM] | 17% | 15% | 10% | 7% | -1%[11.4 µM] | 22%
Glioma ERSR ind | 3% | -1% | -3% | -6% | 0% | 0% | -3% | -4%

9	COc1ccc(Oc2ccc(C(F)(F)F)cc2NC(=O)c2ccc(C)cc2)cc1
10	O=C(O)C1CC=CCC1C(=O)Nc1ccc(S(=O)(=O)N2CCCc3ccccc32)cc1 (stereo unspecified)
11	CCOC(=O)CSc1nnc(NCC(=O)OC)c(=O)[nH]1
12	CC(C)(C)CC(C)(C)N=C1Nc2ccc(Cl)cc2NC12C[C@H]1CCC(=O)N3CC[C@@H](C2)[C@@H]13 (stereo partly specified)
13	S=c1[nH]nc(COc2cccc(Cl)c2)n1Cc1ccccc1
14	O=C(O)CCC(NS(=O)(=O)c1ccc(-c2ccccc2)cc1)C(=O)O (stereo unspecified)
15	O=C(NCc1cccc(Br)c1)c1ccc(-n2cnc3cccnc32)cc1
16	Cc1cc(C)c(C)c(S(=O)(=O)N2CCN(C(=O)CCC(=O)N3CCOCC3)CC2)c1C

assay / entry | 9 | 10 | 11 | 12 | 13 | 14 | 15 | 16
Vif-APOBEC3F blk | -8% | -6% | 2% | nt | 9% | -6% | 2% | -8%
IDH1 R132H inh | 8% | 5% | 1% | nt | 0% | -4% | 0% | -3%
Vif-APOBEC3G blk | 1% | 1% | 1% | -8% | 7% | 1% | -4% | 1%
LDHA inh | -3 | -3 | -2 | nt | -5 | -8 | -10 | -4
TrxR1 substrate | -3% | 5% | 3% | -11% | 7% | -6% | -13% | 3%
RGS4 inhibitor | 15% | 23% | ? | nt | -13% | 14% | 23% | 12%
USP1 inh | 1% | -3% | -16% | nt | -9% | -6% | -14% | -11%
TrxR1 inh | 27% | 17% | 10µM* | -8% | 8% | 0% | -22% | 22%
Glioma ERSR ind | -3% | -1% | -2% | -12% | -2% | -5% | -1% | -7%

17	O=C1CCC(=O)N1CNc1ccccn1
18	CCC1COCCS(=O)(=O)N1Cc1ccc(Cl)cc1 (stereo unspecified)
19	COc1ccc(NC2=CC(=O)CC(C)(C)C2)cc1OC
20	COc1ccccc1N1CCN(CC(O)COc2ccc3c(c2)CCC3)CC1 (stereo unspecified)
21	CCOC(=O)CSc1nc2c([nH]c3ccccc32)c(=O)n1C
22	CCOC(=O)c1ccc(-n2c(-c3ccc(C)cc3)c(C)n3c4c(=O)n(C)c(=O)n(C)c4nc23)cc1
23	COc1ccc(/C=N/Nc2cn[nH]c(=O)c2Cl)cc1
24	COc1ccc(NC(=O)c2sccc2C)cn1

assay / entry | 17 | 18 | 19 | 20 | 21 | 22 | 23 | 24
Vif-APOBEC3F blk | -3% | 2% | 8% | 0% | nt | -4% | 8% | 11%
IDH1 R132H inh | -2% | 5% | 6% | 2% | 2% | -5% | 3% | 6%
Vif-APOBEC3G blk | -1% | -3%&-3% | 1% | 0% | 0% | -6% | -26% | -1%
LDHA inh | -1 | 0 | 1 | 4 | -7 | -2 | -8 | -4
TrxR1 substrate | -4% | 9%[57.1 µM] | 6% | -6% | -5% | 12%[11.4 µM] | -12% | -11%
RGS4 inhibitor | 12% | 17% | 14% | 4% | 21% | 9% | 21% | -14%
USP1 inh | 6% | 26% | 2% | -1% | -18% | -28% | -20% | -19%
TrxR1 inh | -10%[57.1 µM] | 12%[57.1 µM] | 24% | -4% | -4% | 12% | -3% | 0%[57.1 µM]
Glioma ERSR ind | -5% | -4%&-2% | -2% | 0% | -3% | -1% | 5% | 5%

25	CCOc1ccc(/C=N/NC(=O)Cn2ccnc2C)cc1
26	Cc1cnc(=O)[nH]c1SCc1ccccc1F
27	Cn1c(=O)c2sccc2n2c(CCCC(=O)Nc3ccc(F)c(F)c3)nnc12
28	CN(Cc1ccccc1)S(=O)(=O)c1ccc(NC(=O)c2cc(=O)c3ccccc3o2)cc1
29	O=C(CSc1nnc(-c2ccccc2F)o1)Nc1cccc(C(F)(F)F)c1
30	COc1ccccc1-c1ccc2c(c1)O[C@@H](CN(C)C(=O)c1ccncc1)[C@H](C)CN([C@@H](C)CO)S2(=O)=O
31	O=C(Nc1nncs1)c1ccc(S(=O)(=O)c2ccccc2)cc1
32	COC(=O)c1cc(N=Nc2c(C)[nH]c3ccccc23)cc(C(=O)OC)c1

assay / entry | 25 | 26 | 27 | 28 | 29 | 30 | 31 | 32
Vif-APOBEC3F blk | -28% | -8% | 0% | -10% | nt | 0% | -1% | -17%
IDH1 R132H inh | -10% | -14% | -9% | 0% | nt | -6% | -6% | 17%
Vif-APOBEC3G blk | 0% | 1% | 3% | -5% | nt | 1% | 0% | -5%
LDHA inh | -9 | -9 | -1 | 1&-2 | -4 | -4 | -2 | -11
TrxR1 substrate | -11% | -2% | 4%[2.29 µM] | 0% | -5% | nt | -14% | 1%
RGS4 inhibitor | -9% | -7% | 14% | 11% | 25% | nt | 22% | 10%[56.9 µM]
USP1 inh | -23% | 1% | -1% | -28% | -12% | -12% | -1% | -19%
TrxR1 inh | -16% | 5% | -7%[2.29 µM] | 19% | 18% | nt | -17% | 17%
Glioma ERSR ind | -5% | 1% | -4% | -1% | nt | -2% | -1% | 3%

33	CC1(C)O[C@@H]2C[C@H]3[C@@H]4CCC5=CC(=O)CC[C@]5(C)[C@@]4(F)[C@@H](O)C[C@]3(C)[C@]2(C(=O)CCl)O1
34	Cc1nc(Nc2cccc(F)c2)c2oc3ccccc3c2n1
35	Cc1cc(C)c(S(=O)(=O)N2CCc3ccccc32)c(C)c1
36	COc1ccc(C2(CNC(C)=O)CCCC2)cc1OC
37	CC(C)(C)OC(=O)N/N=C\c1ccc[nH]1
38	Cc1ccc2c(CC(=O)Nc3sccc3C(N)=O)coc2c1
39	CC(C)(C)C(=O)NC(=O)Nc1ccccc1C(F)(F)F
40	CC1CCN(S(=O)(=O)c2ccc3c(c2)N(CC(=O)N2CCN(c4ccccc4)CC2)C(=O)CO3)CC1
41	COc1ccc(-n2c3c(cc(C(=O)NNc4ccccc4C)c2=O)C(=O)CC(C)(C)C3)cc1
42	Cc1ccc2[nH]c(C(=O)O)c(NC(=O)c3ccccc3[N+](=O)[O-])c2c1

assay / entry | 33 | 34 | 35 | 36 | 37 | 38 | 39 | 40 | 41 | 42
Vif-APOBEC3F blk | -10% | -13% | -3% | 1% | 5% | -21% | 13% | -5% | 6% | -2%
IDH1 R132H inh | 15% | -9% | 11% | 5% | 5% | 5% | 4% | 28% | 2% | 3%
Vif-APOBEC3G blk | 0% | -2% | -9% | -1% | 0% | -7% | 0% | -54% | 1% | -1%
LDHA inh | -1 | -2 | -1 | 0 | -12 | 4 | -5 | -2 | -3 | -3
TrxR1 substrate | 13% | -2% | 0% | -9%[57.1 µM] | 0% | -9% | -11%[57.1 µM] | -6% | -12% | -14%
RGS4 inhibitor | -17% | -7% | -12% | 5% | -18% | -38% | 9% | 8% | -12% | -45%
USP1 inh | -25% | -9% | -2% | -16% | 3% | -19% | 2% | -5% | -7% | -20%
TrxR1 inh | 6% | -8% | 29% | -4%[57.1 µM] | 2% | -8% | -9%[57.1 µM] | -3% | -5% | -15%
Glioma ERSR ind | -2% | 1% | 0% | 5% | -3% | -5% | 3% | -3% | -3% | -4%

Bioassay records (PubChem BioAssay)
